From PubChem
AT treatment: candidate therapy for ataxia-telangiectasia; […] A-T fibroblasts, KAP-1 phosphorylation AlphaLISA; neocarzinostatin DNA damage 30 min before lysis; Potency, µM (titrated, usually from 57.5 µM), inactives show at the highest dose activation, actives largely listed as activators; 0.19% of 320,000 active; AID 485349; further: potency means the concentration at half of the fitted maximal effect; % of control where 0% means no effect; nearly all actives have a fitted effect of over 45% in size
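hTERT-immortalized A-T patient fibroblasts ([…]), 500 cells/well in OPTI-MEM, 1% FBS, got compounds for 60 min, then NCS for 30 min at 37C. Lysates were then assayed for phospho-KAP-1 by AlphaLISA (anti-pKAP1 donor, anti-KAP1 acceptor beads), 6 hr at 25C.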
TRPV1 ag: activates the human vanilloid receptor TRPV1; Q8NER1; TRPV1-expressing cells, Fluo-8 calcium influx, agonist mode; activation, % at 8.33 µM; 0.19% of 320,000 active; AID 540275; in the data active means activation above about 80%; inconclusive means between about 30% and that limit; further: 0% is about no effect
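TRPV1-expressing cells were cultured overnight at 35.5C and loaded with Fluo-8 calcium dye for 40 to 90 min at room temperature. After a 10 s baseline, compound was added and calcium influx was read kinetically for 3 min (ex 480/em 520 nm).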
USP2a inh: blocks human ubiquitin-specific protease USP2a; O75604; USP2 core, Ub-CHOP2 coupled fluorogenic reporter, 485/531; Potency, µM (highest dose often 38.3 µM), inactives show top-dose activity change, negative = inhibition, usual class: inhibitors; 0.01% of 330,000 active; AID 463254;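 further: potency means the concentration at half of the fitted maximal effect; plate controls were DMSO wells for no effect and full inhibition by NEM control for full effect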
Target sequence (O75604 whole entry, looked up): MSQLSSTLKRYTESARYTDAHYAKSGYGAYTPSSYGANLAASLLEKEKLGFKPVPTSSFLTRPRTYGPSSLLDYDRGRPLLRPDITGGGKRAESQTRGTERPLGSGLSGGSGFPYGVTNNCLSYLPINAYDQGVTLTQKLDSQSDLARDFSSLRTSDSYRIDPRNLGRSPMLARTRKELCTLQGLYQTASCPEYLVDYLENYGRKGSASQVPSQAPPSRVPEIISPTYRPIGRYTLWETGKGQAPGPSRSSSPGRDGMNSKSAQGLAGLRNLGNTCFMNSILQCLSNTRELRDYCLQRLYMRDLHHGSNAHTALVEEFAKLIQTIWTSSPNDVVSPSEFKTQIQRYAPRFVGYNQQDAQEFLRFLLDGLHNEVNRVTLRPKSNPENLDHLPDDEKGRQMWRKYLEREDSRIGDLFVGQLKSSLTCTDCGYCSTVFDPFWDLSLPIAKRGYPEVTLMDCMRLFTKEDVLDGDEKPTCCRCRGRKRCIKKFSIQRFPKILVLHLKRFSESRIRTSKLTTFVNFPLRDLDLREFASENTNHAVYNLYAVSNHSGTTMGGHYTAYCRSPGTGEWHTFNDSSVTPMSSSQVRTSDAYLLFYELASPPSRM
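USP2 core (10nM final) preincubated 30min RT with compound in 20mM Tris-HCl pH 8.0, 2mM CaCl2, 2mM beta-mercaptoethanol, 0.05% CHAPS; 25nM Ub-CHOP2 plus 25nM reporter substrate added, fluorescence (Ex485/Em531) read after 60min.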
TCR activator: T cell receptor activation. primary human leukocytes, anti-CD3, IL-2 HTRF, 48 h. 330,000 tested, under 10 active. AID 504894. Potency, µM (doses to about 9.22 µM), inactives show at the top dose activation of IL-2 secretion, actives largely listed as activators; further: % of control where 0% means no effect
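Readout: HTRF IL-2, Eu-cryptate/d2 antibody pair, 320nm excitation, 665nm emission. Stimulus: a-CD3 beads, no co-stimulation. Cells: primary human leukocytes. Exposure: 48 hr with compound.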
KCNH2 3.1 block: blocks the human KCNH2 3.1 channel isoform. U2OS KCNH2 3.1, thallium flux FluxOr; hits give low values. activity change, % (tested at about 1.8 µM). 0.95% of 340,000 active;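 active means maximum activity change below -70%; inconclusive means maximum activity change from -70% to -50%; inactive means maximum activity change above -50%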;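 further: thallium influx rate constant from kinetic fluorescence after stimulation buffer; on the % scale 0 is the no-effect control and ±100 the full control effect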
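U2OS cells transduced with KCNH2 3.1 mutant virus (1.77 x 10^8 /mL, 4 h), plated overnight at 37 C, loaded 45 min with FluxOr dye plus Red40 quencher. Thallium flux rate constant from kinetic reads after stimulation buffer, normalised to controls.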
Eya2 phos inh: blocks the phosphatase activity of human Eya2 | O00167 | recombinant Eya2, OMFP fluorescence dephosphorylation (OMFP is methylfluorescein phosphate) | Potency, µM (top dose mostly 76.9 µM), inactives show top-dose activity, negative = inhibition, usual class: inhibitors | 0.006% of 330,000 active | AID 488837; further: potency means the concentration at half of the fitted maximal effect; on the % scale 0 is the no-effect control and ±100 the full control effect
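Eya2 protein (added as 0.2 uM solution) was preincubated with compound for 10 min at ambient temperature in 50 mM HEPES pH 7.5, 50 mM NaCl, 5 uM MgCl2, 0.05% BSA, 1 mM DTT. OMFP (added at 50 uM) then reacted 10 min; fluorescence read at 485/525 nm.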
TSHR antag: blocks TSH signaling through the human TSH receptor | P16473 | 0.2% of 330,000 active | activity change, negative = inhibition, % at 11.5 µM | AID 504810 | TSHR-expressing cells, TSH-stimulated cAMP HTRF, 2 h; hits give low values;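 active means activity change below a set negative limit, meaning inhibition stronger than a set level, cut at about -70% in these data; inconclusive means activity change between two set negative limits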; further: on the % scale 0 is the no-effect control and ±100 the full control effect
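Antagonism was scored as loss of TSH-driven cAMP in TSHR cells, stimulated with 4nM TSH (EC80) for 2 hours at 37 deg C and detected by homogeneous HTRF competition immunoassay.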
Mito fusion yeast: inhibitors of mitochondrial division or activators of mitochondrial fusion. S. cerevisiae fusion-defective mutant growth rescue, CellTiterGlo 48 h. Potency, µM (doses to about 46.1 µM), for inactives: at the highest dose growth rescue (activation), most hits filed as activators. 0.23% of 320,000 active;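 further: potency means the concentration at half of the fitted maximal effect; % of control where 0% means no effect; nearly all actives have a fitted effect of over 45% in size; temperature-sensitive fusion mutants such as fzo1-1 at 37 °C on non-fermentable ethanol glycerol medium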
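Read-out: ATP-based luminescence (CellTiterGlo, 10 min ambient) reporting growth of fusion-defective ts yeast after 48 hours at 37C on glycerol/ethanol YPEG medium in the presence of compound.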
hERG WT inh: inhibitors of human wildtype KCNH2 potassium channel | Q12809 | activity change, % at 1.84 µM | 0.37% of 340,000 active | U2OS, BacMam KCNH2, thallium flux FluxOr; hits give low values | AID 720551;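 active means maximum activity change below -70%; inconclusive means maximum activity change between -70% and -50%; inactive means maximum activity change above -50%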; further: on the % scale 0 is the no-effect control and ±100 the full control effect
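U2OS cells transduced with wild-type KCNH2 virus are loaded with FluxOr dye for 45 min, and thallium flux is measured in kinetic reads before and after stimulation buffer. Rate constants are normalized to DMSO controls.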
ELG1 repair inh: blocks ELG1-dependent DNA repair in HEK293T cells; HEK293T ELG1-luciferase reporter, luminescence, 16 h; DNA damage induced by 5-fluorouridine; Potency, µM (titrated, usually from 46.1 µM), without a hit: top-dose activity change, negative = inhibition, usual class: inhibitors; 2.3% of 330,000 active; further: potency means the concentration at half of the fitted maximal effect; on the % scale 0 is the no-effect control and ±100 the full control effect; nearly all actives have a fitted effect of over 55% in size
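Step one: seed 2,000 cells per well. Step two: pin-transfer compound or DMSO alongside 5-fluorouridine. Step three: incubate 16 hr, 37 °C, 5% CO2. Step four: add ONE-Glo, wait 30 min, read luminescence.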
Starred values were filed as active, the others as inactive; ? = inconclusive; · = no result given; [ ] = dose if it differs, or a comment. Unless noted, the call rests on the fitted dose curve; in most records, active means well fitted curve in the direction sought with a large enough effect; inconclusive means small, poorly fitted or top-dose-only effect, or another doubt; inactive means no such curve, though single readings can be large; an effect the other way counts as inactive or inconclusive. These rows are one share of the data. The share of hits here may be higher or lower than overall.

SMILES	AT treatment	TRPV1 ag	USP2a inh	TCR activator	KCNH2 3.1 block	Eya2 phos inh	TSHR antag	Mito fusion yeast	hERG WT inh	ELG1 repair inh
C/C(=N\NC(=O)c1cc2ccccc2cc1O)c1cccs1	-8%	-2	-11%	-6%	-47	-10%	-8	5%	-13	?
CC(=O)c1cccc(Nc2nc(=O)c3cccnc3s2)c1	·	-1	1%	·	-5	-14%	1	4%	-6	?
CC(=O)CC(C)=NCCN=C(C)CC(C)=O	-1%	-2	-1%	·	-6	17%	15	0%	-7	-11%
Cc1cc(C(=O)CSc2nc3ccccc3c(=O)n2C)c(C)n1CC1CCCO1 (centres undefined)	18%	8	1%	·	·	8%	-47	?	·	?
O=C(CSc1ccccc1C(=O)NCc1ccccc1)NC1CCCCCCC1	6%	5	3%	0%[46.1 µM]	5	-8%	2	-1%	-2	-25%
COc1ccc(N2C(=O)[C@H]3[C@@H](C2=O)C2c4ccccc4C=NN2[C@H]3C(=O)C(C)(C)C)cc1 (some centres undefined)	-12%	8	2%	4%	10	11%	4	4%	-8	0%
Cc1ccc(NC(=O)c2cccc(S(=O)(=O)N3CCN(C)CC3)c2)cc1F	1%	6	3%	1%	1	1%	6	-10%	17	-24%
COc1ccc(N2C(=O)c3ccccc3C2=O)cc1	-3%	1	-2%	6%	4	9%	7	-4%	-3	13%
CCC(=O)NCCc1cc2ccc(C)cc2[nH]c1=O	-3%	-2	1%	14%	-2	7%	20	2%	64	?
Cc1ccc(-c2nnc(Nc3cccc(O)c3)c3ccccc23)cc1S(=O)(=O)NCCO	-7%	-3	-1%	3%	8	-3%	3	0%	5	-17%
CNc1nc(CC(C)=O)ns1	7%	2	0%	5%	10	-2%	19	-9%	1	7%
COc1ccc(NC(=O)CCC(=O)NCc2ccco2)c([N+](=O)[O-])c1	2%	-1	2%	-3%	2	-15%	-34	0%	-10	-5%
CC(=O)C[C@H](O)CC(=O)[C@@H]1OC(=O)CCCCCc2ccccc21	10%	·	3%	-3%	5	-9%	-6	·	-8	0%
CC(=O)Nc1cccc(NC(=O)CCCC(=O)O)c1	-2%	-1	-2%	3%	11	6%	-5	-5%	9	-7%
O=S(=O)(NCc1cn2ccsc2n1)c1ccc(Oc2ccccc2)cc1	-1%	·	1%	-1%	-7	-7%	-27	0%	-1	?
CCCC(=O)Nc1ccc2c(c1)nc(CCN1CCN(c3ccccn3)CC1)n2C	-2%	-1	0%	-2%	-8	1%	-6	6%	29	2%
Clc1cc(Cl)c2nc(N3CCCCC3)sc2c1	21%	-4	-6%	-4%	-7	-2%	48	-2%	-7	?
Cc1nnc(NC(=O)CSc2nnc(Cc3cccn3C)n2-c2ccccc2)s1	1%	-2	-8%	6%	-4	-38%	4	-3%	-13	2%
CCC(C)NCCCOc1ccc(Cl)cc1C(C)(C)C (centres undefined)	-2%	0	0%	1%[46.1 µM]	-8	7%	5	-7%	1	-2%
CC1CCc2sc3ncnc(N4CCOCC4)c3c2C1 (centres undefined)	-1%	14	4%	0%	1	0%	-4	4%	5	?

Structures above that contain a tert-butyl group (two):
SMILES	AT treatment	TRPV1 ag	USP2a inh	TCR activator	KCNH2 3.1 block	Eya2 phos inh	TSHR antag	Mito fusion yeast	hERG WT inh	ELG1 repair inh
COc1ccc(N2C(=O)[C@H]3[C@@H](C2=O)C2c4ccccc4C=NN2[C@H]3C(=O)C(C)(C)C)cc1 (some centres undefined)	-12%	8	2%	4%	10	11%	4	4%	-8	0%
CCC(C)NCCCOc1ccc(Cl)cc1C(C)(C)C (centres undefined)	-2%	0	0%	1%[46.1 µM]	-8	7%	5	-7%	1	-2%

(next part)
SMILES	AT treatment	TRPV1 ag	USP2a inh	TCR activator	KCNH2 3.1 block	Eya2 phos inh	TSHR antag	Mito fusion yeast	hERG WT inh	ELG1 repair inh
Cc1ccc(S(=O)(=O)N(C)C)cc1NC(=O)C(C)OC(=O)C1CCC1 (centres undefined)	-6%	·	-5%	-3%	8	-1%	13	·	5	-2%
CN1CCc2cc3c(c4c2[C@H]1[C@H](O)c1ccccc1-4)OCO3	-15%	-5	1%	-5%	1	7%	6	-4%	-6	-2%
CC(C)c1ccc(N2C=Nc3ccc(C(C)C)cc3C2)cc1	12%	?	-9%	0%	-15	-16%	-3	3%	8	-9%
O=C(OCc1cccc2ccccc12)C1CC(=O)N(c2ccccc2)C1 (centres undefined)	·	6	0%	6%	-4	-4%	-8	-2%	-2	8%
Cc1ccccc1NC(=O)c1c(C)nn(-c2ccccc2)c1Cl	4%	?	2%	8%[46.1 µM]	8	-1%	-4	0%	-7	3%
Cc1nc(-c2ccccc2)nc(Cl)c1Cl	-4%	-3	7%	7%	-7	4%	0	18%	2	?
CN(Cc1cnn(Cc2ccccc2)c1)C(=O)CN=C1NS(=O)(=O)c2ccccc21	2%	-1	-1%	·	-9	4%	-16	3%	-23	18%
Cc1ccc2c(Cn3ccnc3)cc(=O)oc2c1C	-11%	8	0%	0%	11	-9%	-3	16%	3	0%
Cc1ccc2nc(NC(=O)Cc3cccs3)sc2c1	-1%	10	1%	-20%	-9	12%	-18	2%	8	?
O=C(NCCC1=CCCCC1)c1ccc(-n2cncn2)cc1	-2%	?	2%	4%	8	-6%	-19	2%	1	?
O=[N+]([O-])c1ccc(N2CCN(S(=O)(=O)c3ccccc3[N+](=O)[O-])CC2)cc1NCc1cccnc1	1%	0	-3%	-1%[46.1 µM]	-3	-4%	-5	4%	8	-19%
O=C(OCc1nnc(-c2ccc(Cl)cc2)o1)c1ccc(O)cc1	-8%	?	0%	2%	-10	-4%	-1	-2%	-3	?
CC1(C)CC(=O)c2cc(C(=O)N3CCCC(C)(C)C3)c(=O)n(-c3ccccc3)c2C1	5%	1	2%	6%	-1	1%	3	0%	1	-6%
CCOc1ccccc1/C=N/n1c(C2CCCCC2)n[nH]c1=S	-1%	2	-3%	5%	2	-11%	-14	-21%	5	14%
Clc1cccc(Cl)c1CSc1nnc(-c2sccc2-n2cccc2)o1	0%	2	-10%	0%	-10	15%	-8	-1%	-4	10%
COc1ccc(/C=C/C(=O)Nc2cc(S(=O)(=O)N3CCOCC3)ccc2N2CCCC2)cc1OC	-1%	-5	1%	-2%	-7	7%	5	-3%	-10	20%
COCC(C)n1c(SCC(=O)Nc2ccc3c(c2)OCCO3)nc2ccccc2c1=O (centres undefined)	6%	7	-7%	-5%	1	8%	3	-5%	-14	-6%
Cc1ccc(S(=O)(=O)NCCC(=O)NCC(c2ccc(F)cc2)N2CCOCC2)cc1 (centres undefined)	4%	-2	-1%	2%	-20	5%	4	5%	-2	0%
O=C(COC(=O)CCCNC(=O)c1ccc(Cl)cc1)Nc1cc(Cl)c(Cl)cc1Cl	4%	1	5%	6%[46.1 µM]	1	4%	-6	-1%	-2	15%
CS(=O)(=O)NCc1ccccc1Br	0%	3	1%	·	·	3%	-3	-11%	·	3%
Cc1ccc2c(c1)N(C(=O)CCC(=O)N1CCN(c3ccccc3)CC1)CCO2	-8%	9	0%	-4%	0	5%	-5	5%	-10	-9%
COc1ccccc1C(=O)NCc1ccc(-c2nc3ccccc3s2)cc1	7%	1	0%	3%	14	-3%	-25	1%	-2	?
CC(OC(=O)/C(C#N)=C/c1ccco1)C(=O)N(C)c1ccccc1 (centres undefined)	-3%	·	-1%	-6%	5	-22%	14	·	-2	17%
Nc1nc(SCC(=O)O)[nH]c(=O)c1NC(=O)c1ccco1	-3%	5	0%	6%	-11	19%	14	-2%	-3	5%
Cc1cc(C(=O)OCC(=O)NCCc2ccc(S(N)(=O)=O)cc2)c2ccccc2n1	2%	-1	0%	11%	-1	-1%	3	-1%	5	-8%
CN1CCN(C(=O)/C(=C/c2cn(C)c3ccccc23)NC(=O)c2ccccc2)CC1	4%	5	4%	5%	3	-4%	11	-1%	-10	4%
CCOC(=O)c1[nH]ncc1CN1CCCC(C(=O)c2cccc(OC(C)C)c2)C1 (centres undefined)	7%	-1	-1%	4%	·	3%	8	-3%	-3	-4%
COc1ccc(S(=O)(=O)Nc2c(C(=O)O)[nH]c3ccc(OC)cc23)c(OC)c1	-1%	-3	0%	-1%	22	1%	18	4%	-2	-1%
CCN(CC)S(=O)(=O)c1ccc(N2CCOCC2)c(NC(=O)C(=O)c2c(-c3ccccc3)cc3ccccn23)c1	-1%	-1	-1%	-1%	-20	-18%	-10	-15%	-3	?
CCOC(=O)c1c(NC(=O)c2cc(C(C)C)on2)sc(C(C)=O)c1C	1%	-2	3%	-3%	13	3%	-13	-2%	-3	9%
Cc1ccc(NC(=S)NCc2ccc(Cl)cc2)c(C)c1	6%	?	-9%	-4%	-12	-19%	18	-7%	6	0%
Cc1ccc(S(=O)(=O)N(Cc2ccccc2)c2ccccc2C(=O)N2CCCCC2)cc1	13%	-3	-10%	0%	-10	14%	-78*	8%	-4	?
